Avidin bead fluor = avidin bead compound fluorescence profile; Avidin beads, compound fluorescence 488/530 nm, flow cytometry; hits give high values; AID 1775; 220,000 tested, 0.38% active; fluorescence (KMESF) at 10 µM; in the data active means fluorescence above about 47; further: inactives centre near 10
Rac1 mut GTP = modulators of GTP binding to human Rac1 activated mutant | percent activity (GTP binding), % at 10 µM | 190,000 tested, 0.11% active | GST-Rac1 activated beads, fluorescent GTP binding, flow cytometry; actives lie on both sides; 100% means binding = to untreated wells;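 active means GTP binding at least 20 percentage points away from the 100% baseline, in either direction, so actives lie on both sides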
Rac1 wt GTP bind = modulators of human Rac1 wildtype GTP binding | GTP binding activity (% of control), % at 10 µM | 190,000 tested, 0.27% active | GST-Rac1 beads, fluorescent GTP binding, flow cytometry; actives lie on both sides; 0 = cold GTP competed, 100 = untreated;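 active means GTP binding activity at least 20 points away from the 100% control level, either lower or higher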
Rab2A wt mod = changes GTP binding to wildtype dog Rab2A, up or down. 190,000 tested, 0.19% active. GST-Rab2 wt beads, Bodipy-GTP binding, flow cytometry. AID 760. P61105. GTP binding activity, % at 10 µM;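 active means GTP binding activity at least 20 points away from 100%, either lowered or raised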;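 further: 0% = beads with excess unlabeled GTP and 100% = no-compound control corrected for plate trend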
Rab7 wt GTP bind = dog Rab7 wildtype GTP binding, inhibitors and activators; GST-Rab7 beads, fluorescent GTP binding, flow cytometry; actives lie on both sides; untreated = 100%, excess cold GTP = 0%; GTP binding activity (percent of control), % at 10 µM; 190,000 tested, 0.055% active; AID 758;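 active means fluorescent GTP binding to Rab7 beads changed by at least 20 points from the 100% baseline, either direction, mostly lower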;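 further: median green fluorescence of bound Bodipy-FL-GTP per Rab7 bead population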
Cdc42 wt GTP = modulators (inhibitors or activators) of GTP binding to human Cdc42 wildtype; P60953; GST-Cdc42 beads, Bodipy-GTP binding, flow cytometry; actives lie on both sides; percent activity (GTP binding), % at 10 µM; 190,000 tested, 0.2% active; AID 761;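 active means percent activity GTP binding at least 20 points away from the 100% baseline, either down as inhibitor or up as activator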;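 further: median bead fluorescence of bound Bodipy-FL-GTP at 100 nM; 0% = excess unlabeled GTP control and 100% = no compound control; below 100% means less GTP binding so inhibitor and above means activator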
Target sequence (P60953 whole entry, looked up): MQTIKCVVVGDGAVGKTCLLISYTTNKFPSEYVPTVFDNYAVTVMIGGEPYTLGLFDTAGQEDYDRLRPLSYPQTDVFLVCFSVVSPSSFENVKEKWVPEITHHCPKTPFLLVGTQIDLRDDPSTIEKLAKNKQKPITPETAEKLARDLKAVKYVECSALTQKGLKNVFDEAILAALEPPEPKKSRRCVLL
Mcl1 Noxa PPI = Mcl-1/Noxa interaction inhibition; Q07820; TR-FRET Mcl-1/Noxa peptide binding, 2 h; inhibition, % at 21.7 µM; 220,000 tested, 1.5% active;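 active means compounds that cut the protein-peptide binding signal by more than 50% relative to plate controls in a single-dose test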;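 further: His-tagged Mcl-1 with rhodamine Noxa BH3 peptide and terbium anti-His antibody; 0% = Mcl-1 plus Noxa peptide wells and 100% = peptide-only wells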
Target sequence (Q07820 whole entry, looked up): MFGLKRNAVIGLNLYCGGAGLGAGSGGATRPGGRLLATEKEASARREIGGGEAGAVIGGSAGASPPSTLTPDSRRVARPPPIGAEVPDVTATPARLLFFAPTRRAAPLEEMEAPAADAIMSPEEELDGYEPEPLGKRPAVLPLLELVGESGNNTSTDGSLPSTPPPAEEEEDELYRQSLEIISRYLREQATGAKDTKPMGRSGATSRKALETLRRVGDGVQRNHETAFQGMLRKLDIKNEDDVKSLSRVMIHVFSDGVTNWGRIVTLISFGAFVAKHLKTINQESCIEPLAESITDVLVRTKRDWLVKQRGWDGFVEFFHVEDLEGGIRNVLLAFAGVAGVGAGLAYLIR
HRas wt GTP = modulators of GTP binding to human HRas wildtype | P01112 | GST-Ras wt beads, Bodipy-FL-GTP binding, flow cytometry; actives lie on both sides | GTP binding activity, % at 10 µM | 190,000 tested, 0.14% active | AID 759;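 active means GTP binding activity at least 20% away from the 100% baseline, either lowered as inhibitor or raised as activator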;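 further: 0% = unlabeled GTP competition control and 100% = no-compound control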
Target sequence (P01112 whole entry, looked up): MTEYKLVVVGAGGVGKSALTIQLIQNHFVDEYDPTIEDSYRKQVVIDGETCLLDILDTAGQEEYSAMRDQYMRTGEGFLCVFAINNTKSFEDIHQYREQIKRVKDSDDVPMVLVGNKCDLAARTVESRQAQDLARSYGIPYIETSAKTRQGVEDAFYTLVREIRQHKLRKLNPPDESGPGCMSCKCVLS
Bim-Mcl-1 = inhibitors of Bim-Mcl-1 interaction, human; Bead-based flow cytometry, Bim peptide-Mcl-1 binding; 190,000 tested, 0.1% active; inhibition, % at 10 µM; AID 1009; Q07820; in the data active means inhibition above about 40%;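 further: 0% = no compound tracer wells and 100% = peptide blocker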
Pf gametocyte = kills late stage P. falciparum gametocytes | P. falciparum stage V gametocytes, ATP luminescence, 24 h | inhibition, % at 10.9 µM | 150,000 tested, 0.065% active;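 active means inhibition above the mean plus 3 SD of compounds within the control limits, set per campaign, cut at about 38% in these data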;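 further: 0% = DMSO wells and 100% = medium only without gametocytes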
Mcl1 Bid PPI = disrupts binding of human Mcl-1 to Bid peptide | TR-FRET Mcl-1/Bid-Dy647 peptide binding, 1536-well | AID 1021 | inhibition, % at 21.7 µM | 220,000 tested, 0.97% active | Q07820;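 active means compounds that cut the binding signal by more than half at the single screening dose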;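 further: His-tagged Mcl-1 with europium anti-His antibody binding Bid BH3 peptide; 0% = Mcl-1 plus peptide wells and 100% = peptide-only wells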
Starred values were filed as active, the others as inactive; . = not tested or not shown.

SMILES	Avidin bead fluor	Rac1 mut GTP	Rac1 wt GTP bind	Rab2A wt mod	Rab7 wt GTP bind	Cdc42 wt GTP	Mcl1 Noxa PPI	HRas wt GTP	Bim-Mcl-1	Pf gametocyte	Mcl1 Bid PPI
COC(=O)c1ccc(C(=S)N2CCOCC2)cc1	9	101	102	101	100	104	-8	102	-4	.	-27
Cc1cc(Oc2ccc3ccccc3c2)nc(SCC(=O)c2ccccc2)n1	14	101	104	100	105	101	17	103	-3	11	-20
CN(C)CCNC(=O)c1ccccc1-c1ccccc1	14	98	104	101	101	102	7	102	2	.	1
OC1(c2ccc(Br)cc2)CCNCC1	6	96	102	99	98	103	9	102	-4	.	-4
CC1Cc2nc(SCC(=O)Nc3nccs3)n(C)c(=O)c2S1 (centres undefined)	5	100	101	99	97	99	27	99	-1	.	-22
CCC(=O)NNC(=S)NC(=O)c1ccc(C)cc1	10	96	98	94	99	96	-40	96	-4	5	-86
Cc1cccc(/N=C/c2c(O)cc(C)oc2=O)n1	5	101	101	101	99	102	4	101	1	.	-1
CCOc1ncccc1C(=O)OCc1cccc([N+](=O)[O-])c1	12	89	89	96	98	89	11	91	-4	31	6
O=C(CN1CCN(c2ccc(Cl)cc2)CC1)c1ccc2c(c1)OCO2	12	98	100	99	100	102	3	100	-4	-12	-8
COC(=O)C1(C)NC(c2cccs2)C2C(=O)N(c3ccccc3F)C(=O)C21 (centres undefined)	30	101	109	103	96	103	-3	100	-1	.	-10
CCC1CCCCN1Cc1ccc(OC)c(C)c1 (centres undefined)	10	96	99	96	90	98	6	93	-4	.	-14
COc1cccc(CN(C)CC(=O)NNC(=O)c2ccc(Cl)cc2)c1	8	98	97	95	99	100	-5	97	0	18	-11
CCNS(=O)(=O)c1ccc(CCC(N)=O)cc1	10	96	96	93	98	97	8	94	0	-11	-23
COc1c2c(nc3occc13)C(CC=C(C)C)(OC)C(OC(C)=O)CC2 (centres undefined)	22	96	104	100	99	100	-18	99	-3	.	-13
COc1cc(/C=C/C(=O)OCC(=O)Nc2ccc3c(c2)OCCO3)ccc1O	23	94	99	95	93	96	11	96	-5	.	-23
O=C(O)c1ccc(N2CCCCC2)cc1	5	101	103	101	102	100	8	101	0	-6	-8
Cc1c(C(=O)NCC2COc3ccccc3O2)oc2ccc(S(=O)(=O)N3CC(C)CC(C)C3)cc12 (centres undefined)	21	98	100	102	104	101	-2	102	0	.	-17
CCn1c(Cc2ccc(OC)cc2)nnc1SCC(=O)N1CCN(c2ccccc2)CC1	16	94	94	93	95	97	5	96	-2	.	-21
C#CCOCCOCCOCCNc1nc(N2CCOCC2)nc(N2CCN(C(=O)[C@H](Cc3cc4ccccc4[nH]3)n3cc([C@@H](N)CC(C)C)nn3)CC2)n1	5	97	101	100	105	99	18	99	0	.	9
O=C(CSc1nnc(Nc2ccccc2)s1)Nc1cccc(S(=O)(=O)N2CCCCC2)c1	15	98	101	99	99	100	0	98	9	-4	-19
N#CCC(=O)c1sccc1-n1cccc1	12	101	103	98	95	102	17	101	-1	-4	-29
CN=C(c1ccccc1)c1c(C)cccc1C	1	98	101	99	95	100	8	99	-6	0	4
Cc1ccsc1C(=O)C1CCCN(Cc2cc(F)ccc2-n2cccn2)C1 (centres undefined)	2	94	96	98	98	97	-2	98	-3	-12	-19
CN1CCCN(C(=O)CC(c2ccccc2)c2ccccc2)CC1	11	96	102	97	102	106	4	101	1	-11	-9
CC(/C=C/c1ccc2c(c1)OCO2)=N/NC(=O)C1COc2ccccc2O1 (centres undefined)	14	98	97	100	96	100	13	99	-6	-6	-5
(continued)
SMILES	Avidin bead fluor	Rac1 mut GTP	Rac1 wt GTP bind	Rab2A wt mod	Rab7 wt GTP bind	Cdc42 wt GTP	Mcl1 Noxa PPI	HRas wt GTP	Bim-Mcl-1	Pf gametocyte	Mcl1 Bid PPI
Cc1ccc(-c2noc(CSc3nnc(CCc4ccccc4)n3-c3ccccc3)n2)cc1	12	101	100	104	99	102	6	105	0	.	-8
COc1cccc(C(=O)C2CCCN(Cc3cccc(-n4nc(C)cc4C)c3)C2)c1 (centres undefined)	3	94	98	96	100	95	7	99	-4	23	-23
COc1ccc(-c2cc(C(F)(F)F)n3nc(C(=O)N(C)Cc4ccccc4)cc3n2)cc1OC	11	95	95	92	92	93	1	94	1	7	-20
O=C(NC1CCCCCC1)C1c2ccccc2C(=O)N1C1CC1 (centres undefined)	6	101	106	99	99	104	-4	99	-4	.	-29
O=C(Nn1c(=O)[nH]c2ccccc2c1=O)c1ccco1	29	98	104	98	104	104	-16	101	0	6	-7
CC(C)[C@H](NC(=O)Nc1ccc(S(N)(=O)=O)cc1)C(=O)O	11	98	105	100	100	101	10	99	2	-17	-16
N/C(=N\OC(=O)c1ccc2ccccc2c1)c1cccc([N+](=O)[O-])c1	15	97	96	95	97	98	19	95	-3	-5	-11
COCCN(Cc1nc(C2(c3ccc(C)cc3)CCCC2)no1)C(C)C	9	95	98	96	100	96	6	97	-3	11	-30
O=C(c1ccccc1[N+](=O)[O-])n1cnc2ccccc21	4	98	98	99	104	96	5	99	0	-5	-17
Cc1ccc(Oc2cc(N3CCOCC3)nc(-c3ccccc3)n2)cc1	4	97	99	99	94	96	7	95	-3	.	-19
O=C1CC(c2cccc([N+](=O)[O-])c2)c2cc3c(cc2N1)CCC3 (centres undefined)	12	96	97	95	95	97	4	96	0	28	-5
O=C(CN1CCCCC1)NCC1(c2ccccc2)CCCC1	11	102	103	103	104	103	15	101	-5	7	-18
CC1(C)CC(=O)c2cc(C(=O)NNc3ccccc3)c(=O)n(-c3ccccc3)c2C1	8	95	101	103	103	99	16	101	0	13	-26
Cc1nnc(SCC(=O)Nc2ccc(N3CCOCC3)cc2)o1	37	100	103	101	98	102	4	101	-4	.	-42
CCOc1ccc(Cl)cc1S(=O)(=O)n1nnc2ccccc21	29	96	95	96	99	97	11	97	-2	.	12
O=C(Nc1ccc(CN2CCOCC2)cc1)c1cc2ccccn2n1	8	99	98	99	97	101	-4	100	0	.	-13
COc1ccc(CNC(=O)c2cccnc2Sc2ccc(Cl)cc2)cc1	13	93	95	96	99	95	-13	98	-6	.	-4
COC(=O)CNC(=O)CN1c2cccc3cccc(c23)S1(=O)=O	28	92	94	95	98	98	7	97	-4	-3	-10
CC(C)(C)NC(=O)C(c1ccsc1)N(CCc1ccccc1)C(=O)Cn1nnc2ccccc21 (centres undefined)	10	91	89	89	86	93	.	90	0	.	-9
c1ccc(-c2cn3nc(-c4ccccc4)cnc3n2)cc1	11	100	105	101	102	104	9	102	-4	13	6
COCCCNC(=O)c1ccc(-n2nc(C(F)(F)F)cc2-c2cccs2)cc1	8	97	101	101	95	102	5	103	-3	.	4
COc1ccc(C(=O)NC(CC(C)C)C(=O)O)cc1OC (centres undefined)	12	102	109	104	104	105	-6	101	-4	17	11
O=C(Nc1ccccc1C(=O)NCCN1CCOCC1)c1ccc(Cl)cc1Cl	11	96	99	100	104	99	-2	98	1	-46	-17
COC(=O)CSc1nnc(-c2sc3ccccc3c2Cl)o1	12	96	101	100	100	96	24	98	-4	-17	-31
CNc1nc(Oc2ccccc2C(=O)OC)nc(SC)n1	10	95	99	96	98	96	-4	96	-1	-3	2
The results go on.
SMILES	Avidin bead fluor	Rac1 mut GTP	Rac1 wt GTP bind	Rab2A wt mod	Rab7 wt GTP bind	Cdc42 wt GTP	Mcl1 Noxa PPI	HRas wt GTP	Bim-Mcl-1	Pf gametocyte	Mcl1 Bid PPI
C=CCn1c(N)c(C(=O)NCc2cccnc2)sc1=S	11	98	108	97	97	101	18	100	0	0	-90
Cn1c(=N)n(CC(O)c2ccccc2)c2ccccc21 (centres undefined)	8	100	103	102	99	101	16	101	0	.	-9
CCSc1nnc2n(N)c(=O)c3ccccc3n12	11	98	105	100	99	105	-4	100	-1	.	-7
O=S(=O)(CCOc1ccccc1)c1nc2ccccc2[nH]1	10	97	106	101	101	99	-13	100	0	5	-2
O=C(COC(=O)c1ccc2ccccc2n1)Nc1ncc(C(F)(F)F)cc1Cl	8	96	98	97	96	99	1	99	-2	.	7
CSc1ccc(/C=N/n2c(Cc3ccc(Br)cc3)n[nH]c2=S)cc1	24	85	95	85	92	87	3	89	-1	4	-25
CCNC(=O)CN1C(=O)NC(CCc2ccccc2)C1=O (centres undefined)	42	102	109	104	105	107	4	105	-3	19	-22
CCc1ccccc1NC(=O)CSC1=C(C#N)C(c2ccc3c(c2)OCO3)C2=C(CCCC2=O)N1 (centres undefined)	7	101	105	98	101	103	22	101	2	.	-50
O=C(CSCc1c(F)cccc1Cl)NCc1ccco1	11	100	102	103	101	103	13	104	-4	.	-13
Cn1c(SCC(=O)NC2CC2)nnc1-c1cccc(NC(=O)c2ccccc2F)c1	11	99	98	100	100	101	4	101	-4	.	9
COc1ccc(-n2nc([N+](=O)[O-])c(=NCCC3=CCCCC3)n2O)cc1	8	94	95	96	102	112	2	97	8	-12	-42
Cc1cc(C)c2cc(C#N)c(N3CCCC3)nc2c1	7	100	98	100	98	101	-48	99	2	.	-6
CCOC(=O)C1=C(C)N(C)C(=O)NC1c1c(C)nn(-c2ccc(C)cc2)c1Cl (centres undefined)	11	95	101	98	98	96	-12	98	0	.	-5
COc1ccccc1C(=O)N1CCN(c2ccccn2)CC1	12	100	105	104	105	106	3	104	-2	13	-6
CCOC(=O)c1ccc(NC(=O)c2ccc(CN3CCOCC3)cc2)cc1	23	101	107	101	102	101	9	103	-1	15	-13
Cc1cccc(OP(=O)(Nc2c(C)n(C)n(-c3ccccc3)c2=O)Oc2cccc(C)c2)c1	2	98	104	98	102	96	-4	98	-2	-4	-21
O=C(c1ccccc1F)N1CCN=C1c1ccccc1	21	101	105	100	99	97	10	98	-3	-11	-3
COCCCn1c(Cc2csc(Nc3ccc(F)cc3)n2)nnc1SCC(N)=O	11	95	104	100	103	99	-9	100	0	.	-48
COc1ccc(S(=O)(=O)Nc2c(C)c(C)cc3c2ncn3C)cc1	15	97	102	101	98	103	-2	98	1	-2	4
Nc1[nH]n(-c2ccccc2)c(=O)c1N=Nc1ccccc1[N+](=O)[O-]	5	96	101	98	94	99	60*	99	3	.	40
COc1ccc(C(=O)N2CCN(c3ncnc4c(-c5ccccc5)nsc34)CC2)cc1	2	98	98	99	98	99	24	99	3	19	-14
CNC(=O)CSCc1c(Cl)cccc1Cl	12	101	101	103	105	103	-26	103	-4	.	-7
O=C(Nc1ccc(F)cc1)c1ccccc1Oc1ccc(C(F)(F)F)cc1[N+](=O)[O-]	14	98	101	96	98	96	8	99	22	-20	0

Part of the list above in another layout:
Every second line gives: Avidin bead fluor | Rac1 mut GTP | Rac1 wt GTP bind | Rab2A wt mod | Rab7 wt GTP bind | Cdc42 wt GTP | Mcl1 Noxa PPI | HRas wt GTP | Bim-Mcl-1 | Pf gametocyte | Mcl1 Bid PPI
COCCCn1c(Cc2csc(Nc3ccc(F)cc3)n2)nnc1SCC(N)=O
→ 11 | 95 | 104 | 100 | 103 | 99 | -9 | 100 | 0 | . | -48
COc1ccc(S(=O)(=O)Nc2c(C)c(C)cc3c2ncn3C)cc1
→ 15 | 97 | 102 | 101 | 98 | 103 | -2 | 98 | 1 | -2 | 4
